# TDP1 cell noCPT = qHTS for Inhibitors of human tyrosyl-DNA phosphodiesterase 1 (TDP1): qHTS in cells in absence of CPT | DT40 Tdp1-/- hTDP1 cells, no CPT, ATP luminescence, 48 h | 420,000 tested, 15% active | Potency, µM (series often up to 46.2 µM), for the others: top-dose activity change, negative = growth inhibition, actives largely listed as inhibitors | AID 686978, 2013; active means well fitted inhibition curve with a large enough effect; inconclusive means small, poorly fitted or top-dose-only effect; further: nearly all actives have a fitted effect of over 55% in size
#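 No-CPT arm: Tdp1-/-;hTDP1 DT40 cells (400/well) plus compounds, incubated ≥48 hr at 37 °C. Readout CellTiter-Glo luminescence.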
# Active calls of the source: *; u = inconclusive; & = joins results of further samples. On the % scale 0 is the no-effect control and ±100 the full control effect; potency means the concentration at half of the fitted maximal effect. This is a subset, so the mix of outcomes need not match the whole.
SMILES	TDP1 cell noCPT
Cc1ccccc1S(=O)(=O)N1C[C@H]2[C@H]3C(=O)N(C4CCCCC4)C(=O)[C@H]3CC(=O)[C@H]2[C@@H]1c1ccc(Cl)cc1	u
CCN1C[C@@]2(COC)C3[C@@H](OC)[C@H]4[C@@H]1[C@@]3(C1C[C@H]3[C@H](OC(C)=O)C1[C@]4(OC(C)=O)C[C@H]3OC)[C@@H](OC)C[C@H]2OC(C)=O (stereo not given in full)	-6%
COc1ccc(CNC(=O)c2sc(=O)n(Cc3ccc(C)cc3)c2C)cc1OC	16µM*
CCN1CCOC(c2ccccc2)C1 (stereo not given)	9%
C#C[C@]1(OC(=O)CCCCCC)CC[C@H]2[C@@H]3CCC4=CC(=O)CC[C@@H]4[C@H]3CC[C@@]21C	-22%
CCOC(=O)CC1c2ccccc2-n2nncc2CN1C (stereo not given)	-22%
CN1C(=O)CCC2(C)C1=CCC1C2CCC2(C)C1CCC2(C)O (stereo not given)	-21%
Cc1cc(/C=C/c2ccnc3ccccc23)ccc1N(CCCl)CCCl	25µM*
O=P(O)(O)CN1CCNCCN(CP(=O)(O)O)CCNCC1	6.5µM*
Cc1c(C(=O)NCc2cccc(C(F)(F)F)c2)sc(=O)n1Cc1ccc(C(=O)N(C)C)cc1	15µM*

# Molecules shown so far with sulfur:
SMILES	TDP1 cell noCPT
Cc1ccccc1S(=O)(=O)N1C[C@H]2[C@H]3C(=O)N(C4CCCCC4)C(=O)[C@H]3CC(=O)[C@H]2[C@@H]1c1ccc(Cl)cc1	u
COc1ccc(CNC(=O)c2sc(=O)n(Cc3ccc(C)cc3)c2C)cc1OC	16µM*
Cc1c(C(=O)NCc2cccc(C(F)(F)F)c2)sc(=O)n1Cc1ccc(C(=O)N(C)C)cc1	15µM*

# Next entries follow:
SMILES	TDP1 cell noCPT
O=C(CN1CCCCC1)c1ccccc1	-15%
Cc1ccc(-c2csc(NC(CO)c3nc4ccccc4n3CCOCCO)n2)cc1 (stereo not given)	23µM*
Cc1cccc(C)c1-n1nnnc1C(c1cc2ccccc2o1)N1CCC(n2c(=O)[nH]c3ccccc32)CC1 (stereo not given)	1.3µM*
CN1CCCC1C(O)(c1ccccc1)c1ccccc1 (stereo not given)	-23%
O=C1NC(=O)C(Cc2ccccc2)C(=O)N1	5%
CCCCCOc1ccc(C2SC(=O)NC2=O)cc1OCC (stereo not given)	u
O=C(O)C1C2c3ccccc3C(=O)C1(C(=O)O)c1ccccc12 (stereo not given)	-5%
CC(=O)CC(c1ccc2c(c1)OCO2)c1c(O)c2ccccc2oc1=O (stereo not given)	-20%
O=C1CC=C2C3CC4N(CCC45c4cc(O)c(O)cc4N1C25)CC3=CCBr (stereo not given)	u
CCOC(=O)C(O)(c1ccc(N(C)C(=O)COc2ccccc2)cc1)C(F)(F)F (stereo not given)	0%
CC(Cc1ccccc1)NCCn1cnc2c1c(=O)n(C)c(=O)n2C (stereo not given)	u
COc1cc(OC)c([C@H]2C=C(C)[C@H]3C[C@@H]2C3(C)C)c(OC)c1	u
Cc1ccc(OP2(=O)Nc3cc(C)c(C)cc3S2)cc1 (stereo not given)	u
O=C1NCN(c2ccccc2)C12CCN(C(c1ccnc3ccccc13)c1nnnn1-c1ccc3c(c1)OCCO3)CC2 (stereo not given)	16µM*
C[C@@H]1CN([C@H](C)CO)C(=O)c2c(c3ccccc3n2C)-c2ccccc2CO[C@H]1CN(C)C(=O)Cc1ccccc1	13µM*
CCOC(=O)C12C(=O)OCC1C2c1ccccc1 (stereo not given)	-14%
CCC(=O)O[C@H]1CC[C@H]2[C@@H]3CCc4cc(O)ccc4[C@H]3CC[C@]12C	u
O=C(c1ccccc1)N1CCN(c2ccccc2)CC1	23µM*
CC(C)(C)OC(=O)N1CCCC(C(=O)Nc2cccc(C(=O)NCCc3ccccc3)c2)C1 (stereo not given)	21µM*
O=[N+]([O-])c1ccc(S(=O)(=O)NN=C2CCCCC2)cc1	u
O=C(NCCCN1CC1)Nc1cccc2ccccc12	7.3µM*
C[C@H](CO)N1C[C@H](C)[C@@H](CN(C)C(=O)Oc2ccccc2)OCc2cnnn2CCCC1=O	-4%
COC(=O)C1=C(c2ccc(S(C)(=O)=O)cc2)C[C@@H]2CC[C@H]1N2C(=O)NCCS(C)=O (stereo not given in full)	-8%
CCOC(=O)[C@]12Cc3ccccc3[C@H]1N(CCC(=O)OC)C(=O)c1cc(OC)ccc12	u
CC(C)(O)[C@@H]1[C@H]2OC(=O)[C@@H]1[C@]1(O)C[C@H]3O[C@]34C(=O)O[C@H]2[C@]14C	2%&-9%
COC(=O)C1=C(c2cccc(OCc3ccccc3)c2)C[C@@H]2CC[C@H]1N2C	u
O=C(NCC1=C(c2ccc3ccccc3c2)C[C@@H]2CC[C@H]1N2Cc1ccco1)c1ccc([N+](=O)[O-])cc1	16µM*
COc1ccc(OC(=O)N(C)C[C@H]2OCc3cnnn3CCCC(=O)N([C@H](C)CO)C[C@@H]2C)cc1	-5%
CSCCC(c1nnnn1-c1ccc2c(c1)OCCO2)N1CCC(n2c(=O)[nH]c3ccccc32)CC1 (stereo not given)	7.3µM*
c1ccc(C(c2ccccc2)c2cccnc2)cc1	u
Cc1cccc(C)c1-n1nnnc1C(c1ccnc2ccccc12)N1CCC2(CC1)C(=O)NCN2c1ccccc1 (stereo not given)	15µM*
O=P(Oc1ccc(Cl)cc1)(N1CC1)N1CC1	u
C[C@@H]1O[C@@H](O[C@@H]2C=C3CC[C@@H]4[C@@H](CC[C@]5(C)[C@H](c6ccc(=O)oc6)CC[C@@]45O)[C@@]3(C)CC2)[C@H](O)[C@H](O)[C@H]1O	u
O=C1NC(=S)NC(=O)C1c1ccccc1	1%
c1ccc(CCN2CCCCC2)nc1	-8%
CC(C)(C)C(=O)N1Cc2cc(-c3ccccc3)ccc2-n2nncc2C1	u
COc1ccc(C(c2nnnn2-c2c(C)cccc2C)N2CCC3(CC2)C(=O)NCN3c2ccccc2)cc1 (stereo not given)	21µM*
S=P(NCCNP(=S)(N1CC1)N1CC1)(N1CC1)N1CC1	1.3µM*
O=[N+]([O-])c1ccc(C(c2ccc([N+](=O)[O-])cc2)c2ccc([N+](=O)[O-])cc2)cc1	12µM*
CC12Cc3cn[nH]c3C=C1CCC1C2CCC2(C)C1CCC2(C)O (stereo not given)	u
C[C@@H]1CN([C@@H](C)CO)C(=O)CCCn2nncc2CO[C@H]1CN(C)C(=O)Oc1cccc2ccccc12	-24%
Cc1cnc(SCc2ccccn2)nc1C1CCCN(C(=O)c2scc3c2CCCC3)C1 (stereo not given)	10µM*
Fc1ccccc1CSc1ncnc2c1ncn2C1CCCO1 (stereo not given)	u
O=C1NC(=O)C(=CCc2ccccc2)C(=O)N1	u
CCOC(=O)C1(c2ccccc2)CCN(CCc2ccc(NC(=O)CCC(=O)O)cc2)CC1	4%
Cc1cc(/C=C/c2cccc3sc(C)[n+](CCCCI)c23)ccc1N(CCCl)CCCl	1.6µM*
c1ccc(CCN2CCOCC2)cc1	-13%
COC(=O)C1=C(c2ccc(S(C)(=O)=O)cc2)C[C@@H]2CC[C@H]1N2C(=O)N1CCC(O)CC1	-11%
CC(=O)C1(O)CCC2C3CCC4=C(Cl)C(=O)CCC4(C)C3CCC21C (stereo not given)	u
O=C1NCN(c2ccccc2)C12CCN(C(CCc1ccccc1)c1nnnn1C1CCCCC1)CC2 (stereo not given)	u

# A second format for some results above:
CC(C)(C)C(=O)N1Cc2cc(-c3ccccc3)ccc2-n2nncc2C1
  TDP1 cell noCPT: u

COc1ccc(C(c2nnnn2-c2c(C)cccc2C)N2CCC3(CC2)C(=O)NCN3c2ccccc2)cc1 (stereo not given)
  TDP1 cell noCPT: 21µM*

S=P(NCCNP(=S)(N1CC1)N1CC1)(N1CC1)N1CC1
  TDP1 cell noCPT: 1.3µM*

# Two successive records from above:
SMILES	TDP1 cell noCPT
Cc1cc(/C=C/c2cccc3sc(C)[n+](CCCCI)c23)ccc1N(CCCl)CCCl	1.6µM*
c1ccc(CCN2CCOCC2)cc1	-13%

# Individual results from the results shown:
# Entry for `O=C(CN1CCCCC1)c1ccccc1` in TDP1 cell noCPT: -15%
# Entry for `c1ccc(CCN2CCOCC2)cc1` in TDP1 cell noCPT: -13%
# Entry for `CCOC(=O)C(O)(c1ccc(N(C)C(=O)COc2ccccc2)cc1)C(F)(F)F` (stereo not given) in TDP1 cell noCPT: 0%

# Later entries.
SMILES	TDP1 cell noCPT
CCOC(=O)[C@]12Cc3cc(C)ccc3[C@H]1N(C(C)C)C(=O)c1ccccc12	6.5µM*
O=S(=O)(NCc1ccncc1)c1ccc(F)c(F)c1	6.5µM*
CCOC(=O)[C@H](CCc1ccccc1)N[C@@H](C)C(=O)N1Cc2cc(OC)c(OC)cc2C[C@H]1C(=O)O	u
CC(C)c1c(C(=O)NC(c2cccnc2)C(F)(F)F)cnn1-c1nccc(-c2cccs2)n1 (stereo not given)	13µM*
C[C@]12CC[C@@H]3c4ccc(OC(=O)N(CCCl)CCCl)cc4CC[C@H]3[C@@H]1CC[C@@H]2OP(=O)(O)O	-3%&-3%
Cc1ccc([C@H]2C[C@@H](O)[C@H](n3cc(COC(=O)c4ccccc4)nn3)CN2CC2CCCCC2)cc1	u
CC(=O)NCC1=C(c2ccc3ccccc3c2)C[C@@H]2CC[C@H]1N2Cc1ccco1	23µM*
CCC(c1nnnn1C(C)(C)C)N1CCC2(CC1)C(=O)NCN2c1ccccc1 (stereo not given)	u
CCOC(=O)[C@]12Cc3cc(Cl)ccc3[C@H]1N(C1CCCCC1)C(=O)c1ccccc12	2.3µM*
COc1ccc2c(c1)C(c1ccc(N(CCCl)CCCl)cc1)=NCC2	13µM*
CCOC(=O)[C@]12Cc3cc(C)ccc3[C@H]1N(C1CCCCC1)C(=O)c1cc(OC)ccc12	1µM*
CC(C)CN1Cc2cc(-c3ccccc3)ccc2-n2nncc2C1	u
O=c1[nH]cnc2nc(-c3ccc(N(CCCl)CCCl)cc3)[nH]c12	u
CC(O)(c1ccncc1)c1nc(-c2cccc(C(F)(F)F)c2)cs1 (stereo not given)	21µM*
CC(=O)O[C@H]1CCC2C3CC[C@H]4[C@@H](O)[C@H](O)CC[C@]4(C)C3CC[C@@]21C (stereo not given in full)	u
Cc1ccc(N2CC(C(=O)Nc3cc(S(=O)(=O)N4CCCCC4)ccc3C)CC2=O)cc1 (stereo not given)	5.8µM*
CCCCCn1c(CN2CCN(C(=O)OCC)CC2)nc2c1c(=O)n(C)c(=O)n2C	u
O=c1[nH]/c(=C\c2ccc(N(CCCl)CCCl)cc2)c(=O)[nH]/c1=C\c1ccc(N(CCCl)CCCl)cc1	u
O=S(=O)(c1cc(Cl)cc(Cl)c1)N1Cc2cc(-c3ccccc3)ccc2-n2nncc2C1	u
O=C(NN=Cc1ccc(O)c(O)c1)c1ccccc1	23µM*
CC[C@H]1C[C@@H]2C[C@H]3c4[nH]c5ccc(OC)cc5c4CCN(C2)[C@@H]13	u
CCc1cc2c(s1)-n1c(C)nnc1CN=C2c1ccccc1Cl	-19%
COc1ccc(CN2Cc3cnnn3-c3ccccc3C2c2ccccc2)cc1 (stereo not given)	16µM*
CCN1C[C@]2(CO)CC[C@H](OC)[C@@]34C5C[C@H]6[C@H](OC)C5[C@](O)(C[C@H]6OC)[C@@](O)(C(OC)C23)[C@@H]14 (stereo not given in full)	4%
CN(C(=O)Cc1ccc2c(c1)OCO2)C1CCCN(Cc2ccccc2F)C1 (stereo not given)	u
CCOC(=O)[C@]12Cc3ccccc3[C@H]1N(Cc1ccccc1)C(=O)c1cc(F)c(F)cc12	23µM*
CN1CCCC1c1ccc(=O)[nH]c1 (stereo not given)	13%
CCC1([N+](=O)[O-])COP(N)(=O)OC1 (stereo not given)	-21%
S=C(NCCc1ccccc1)N1Cc2ccccc2-n2nncc2C1	21µM*
CCN1C[C@]2(COC)CC[C@H](O)[C@@]34C5C[C@@H]6[C@@H](OC)C[C@@](O)(C5[C@H]6O)[C@](O)([C@@H](OC)C23)[C@@H]14 (stereo not given in full)	-10%

# From PubChem BioAssay
